# 14-3-3g Raf – modulators of 14-3-3 gamma protein binding, primary screen, biochemical, fluorescence polarization. 14-3-3 protein gamma (Homo sapiens), P61981. FP, 14-3-3gamma / TMR-pS259-Raf peptide binding. inhibition, % at 40 µM. actives 0.19% (n = 160,000). AID 422, 2006; in the data active = inhibition above about 30%;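 note: 0% = protein plus tracer without compound and 100% = blank with tracer alone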
# Target sequence (P61981 whole entry, looked up): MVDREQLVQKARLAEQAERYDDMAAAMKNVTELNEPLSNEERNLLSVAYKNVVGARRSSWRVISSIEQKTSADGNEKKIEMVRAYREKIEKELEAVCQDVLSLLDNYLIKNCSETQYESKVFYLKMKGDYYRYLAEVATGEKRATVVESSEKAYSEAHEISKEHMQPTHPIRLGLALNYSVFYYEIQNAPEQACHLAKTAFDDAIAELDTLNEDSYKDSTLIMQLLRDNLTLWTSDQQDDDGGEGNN
# Numbers without * were called inactive; & = joins results of further samples. Only part of the results is shown, so the mix of outcomes need not match the whole.
SMILES,14-3-3g Raf
O=[N+]([O-])c1cccc(C2SCCN2S(=O)(=O)c2ccc(Br)cc2)c1 (stereo not drawn),2
COc1ccc(N2CCN(C3CC(=O)NC3=O)CC2)cc1 (stereo not drawn),4
Cc1ccc(C2=NN(C(=O)c3ccc(O)cc3)C(O)(C(F)(F)F)C2)cc1 (stereo not drawn),-3
O=C(CC(C(=O)O)C1CCCO1)NCc1ccccc1 (stereo not drawn),-4
CC(=O)Nc1ccc(NC(=O)CN2CCN(S(=O)(=O)c3ccc(Cl)cc3)CC2)cc1,-14
Cc1cc(C)n(-c2cc(C)c(C)cc2Br)n1,-3
O=C(NCCc1ccccn1)C1CCCN(S(=O)(=O)Cc2ccccc2)C1 (stereo not drawn),-6
CCOC(=O)Cc1nnc(NC(=O)CSc2ccccc2)s1,-13
CC(=NS(=O)(=O)c1ccc(C)cc1)N1CCCN(S(=O)(=O)c2ccc(C)cc2)C1c1cccc([N+](=O)[O-])c1 (stereo not drawn),9
O=C1CC(C(=O)NC2CCCCC2)(c2cccc(Br)c2)N1CC1COc2ccccc2O1 (stereo not drawn),-9
Cc1cc(S(=O)(=O)Nc2cc3c(C(=O)OC(C)C)c(C)oc3c3ccccc23)ccc1Cl,-27
Cc1ccc(Nc2ncc(C(=O)N3CCCCCC3)c3ccccc23)cc1Cl,-16
CCC(Cc1ccccc1)NC(=O)c1oc(=O)c2ccccc2c1-c1ccc(C)cc1 (stereo not drawn),-12
O=C1C2Sc3[nH]c(=O)sc3C(C=Cc3ccccc3)C2C(=O)N1c1ccc(Cl)cc1 (stereo not drawn),-63
O=C(O)CCNC(=O)c1ccccc1F,2
Cc1cc(C)cc(Nc2cc(C(=O)NCCCN3CCOCC3)c3ccccc3n2)c1,-8
c1ccc2c(c1)[nH]c1nc(SCCN3CCOCC3)nnc12,-5&-7
O=C1C2ON(c3ccccc3)C(c3ccccc3F)C2C(=O)N1c1ccccc1 (stereo not drawn),-2
CC(=O)Nc1ccc(-c2nc3c(C)cccc3[nH]2)cc1,-15&-4
O=c1cc(N2CCN(c3ccccc3)CC2)[nH]c(=O)n1Cc1ccc(F)cc1,0
CC(=O)C1=NN(c2ccccc2)C(c2c[nH]c3ccccc23)N1c1ccc(N2CCOCC2)c(Cl)c1 (stereo not drawn),-3
CCOC(=O)Cc1csc(NC(=O)CSc2nnc(-c3ccc(OC)cc3)n2C)n1,-1
Cc1nnc(SC(C)C(=O)Nc2ccc(Cl)cn2)n1Cc1ccccc1 (stereo not drawn),1
CCOc1ccc2c(c1)c1nnc(SCC(=O)N3CCCCC3C)nc1n2C (stereo not drawn),0
COc1ccccc1C(=O)N1CCC(C(=O)c2ccc(F)cc2)CC1,-9
Cc1cc(C)c2c(N)c(-c3nc4ccccc4[nH]3)sc2n1,8
COc1ccc(CNC(=O)CSc2nc3[nH]ncc3c(=O)n2-c2cccc3ccccc23)cc1,-12
CN1/C(=C\C(=O)COC(=O)Cn2nnc(-c3ccccc3)n2)C(C)(C)c2ccccc21,-196
N#Cc1nc(-c2ccc(F)cc2)oc1N1CCCC1,2
COC(=O)n1c(=O)oc2ccccc21,2
C=C(Br)Cn1c(CC(C)C)nc2ccccc21,0
CC(=O)N1CCc2cc(S(=O)(=O)NC(CC(C)C)C(=O)Nc3nc4ccc(C)cc4s3)ccc21 (stereo not drawn),-34
c1ccc(CCc2nn3c(Cn4nnc5ccccc54)nnc3s2)cc1,-14
O=C(CN1C(=O)c2ccccc2S1(=O)=O)Nc1ccc(Cl)c([N+](=O)[O-])c1,-7
O=C(CN1C(=O)c2cccc3cccc1c23)NC1CCCCCC1,-8
CCCCOC(=O)c1cccc(NC(=O)CCC(=O)O)c1,-6
CS(=O)(=O)N(CC(=O)O)c1cc(Cl)cc(Cl)c1,-10
CC(=O)c1cc2c(cc1NC(=O)C1CCCCC1C(=O)O)OCO2 (stereo not drawn),-6
CCOC(=O)c1cnc2c(C)cccc2c1Nc1ccc(N(C)C)cc1,7
Fc1cccc(C2C=C(c3cccs3)Nc3nnnn32)c1 (stereo not drawn),63*
O=C(Cn1c(NCCCO)nc2ccccc21)c1ccc2c(c1)OCO2,-4
FC(F)(F)c1ccc(N2CCN(c3cc(-c4ccccc4)nc4ncnn34)CC2)nc1,5
CCN(CC)CC(=O)c1c(C)[nH]c2cc(C)ccc12,-47
CCOC(=O)c1oc2ccccc2c1CN1CCN(c2ccccc2)CC1,1
Cc1cc(C)c2c(N)c(C(=O)Nc3cccc4ccccc34)sc2n1,5

# Looked up one by one from above, 2 records:
SMILES,14-3-3g Raf
CS(=O)(=O)N(CC(=O)O)c1cc(Cl)cc(Cl)c1,-10
O=C(Cn1c(NCCCO)nc2ccccc21)c1ccc2c(c1)OCO2,-4

# Entries from the list above with a halogen, in the order listed:
SMILES,14-3-3g Raf
O=[N+]([O-])c1cccc(C2SCCN2S(=O)(=O)c2ccc(Br)cc2)c1 (stereo not drawn),2
Cc1ccc(C2=NN(C(=O)c3ccc(O)cc3)C(O)(C(F)(F)F)C2)cc1 (stereo not drawn),-3
CC(=O)Nc1ccc(NC(=O)CN2CCN(S(=O)(=O)c3ccc(Cl)cc3)CC2)cc1,-14
Cc1cc(C)n(-c2cc(C)c(C)cc2Br)n1,-3
O=C1CC(C(=O)NC2CCCCC2)(c2cccc(Br)c2)N1CC1COc2ccccc2O1 (stereo not drawn),-9
Cc1cc(S(=O)(=O)Nc2cc3c(C(=O)OC(C)C)c(C)oc3c3ccccc23)ccc1Cl,-27
Cc1ccc(Nc2ncc(C(=O)N3CCCCCC3)c3ccccc23)cc1Cl,-16
O=C1C2Sc3[nH]c(=O)sc3C(C=Cc3ccccc3)C2C(=O)N1c1ccc(Cl)cc1 (stereo not drawn),-63
O=C(O)CCNC(=O)c1ccccc1F,2
O=C1C2ON(c3ccccc3)C(c3ccccc3F)C2C(=O)N1c1ccccc1 (stereo not drawn),-2
O=c1cc(N2CCN(c3ccccc3)CC2)[nH]c(=O)n1Cc1ccc(F)cc1,0
CC(=O)C1=NN(c2ccccc2)C(c2c[nH]c3ccccc23)N1c1ccc(N2CCOCC2)c(Cl)c1 (stereo not drawn),-3
Cc1nnc(SC(C)C(=O)Nc2ccc(Cl)cn2)n1Cc1ccccc1 (stereo not drawn),1
COc1ccccc1C(=O)N1CCC(C(=O)c2ccc(F)cc2)CC1,-9
N#Cc1nc(-c2ccc(F)cc2)oc1N1CCCC1,2
C=C(Br)Cn1c(CC(C)C)nc2ccccc21,0
O=C(CN1C(=O)c2ccccc2S1(=O)=O)Nc1ccc(Cl)c([N+](=O)[O-])c1,-7
CS(=O)(=O)N(CC(=O)O)c1cc(Cl)cc(Cl)c1,-10
Fc1cccc(C2C=C(c3cccs3)Nc3nnnn32)c1 (stereo not drawn),63*
FC(F)(F)c1ccc(N2CCN(c3cc(-c4ccccc4)nc4ncnn34)CC2)nc1,5

# Screening results (PubChem BioAssay)
